TAAR1 antagonist – antagonists of human TAAR1; CHO RD-HGA16 TAAR1, Fluo-8 calcium fluorescence, antagonist; 360,000 compounds, 1.5% hits; Q96RJ0; inhibition, % at 3 µM;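 active = inhibition above a per-plate cutoff, the mean inhibition of test compounds on that plate plus 3 SD, cut at about 49% in these data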;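 note: 0% = DMSO plus EC80 beta-PEA response and 100% = DMSO alone without agonist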
Target sequence (Q96RJ0 whole entry, looked up): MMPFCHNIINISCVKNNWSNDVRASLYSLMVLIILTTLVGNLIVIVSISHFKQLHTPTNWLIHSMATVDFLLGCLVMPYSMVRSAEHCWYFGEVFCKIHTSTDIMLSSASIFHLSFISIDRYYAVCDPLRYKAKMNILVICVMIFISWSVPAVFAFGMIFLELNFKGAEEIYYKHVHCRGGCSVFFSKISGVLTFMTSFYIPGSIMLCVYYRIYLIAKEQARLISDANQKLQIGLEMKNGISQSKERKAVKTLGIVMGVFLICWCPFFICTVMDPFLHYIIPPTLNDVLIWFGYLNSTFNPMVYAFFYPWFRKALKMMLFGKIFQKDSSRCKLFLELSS
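Test system – hTAAR1-expressing CHO RD-HGA16 cells, Gα16-coupled · Reagent – β-PEA at EC80 concentration, post-compound challenge · Compound dosing – 3 µM, single point · Timing – 140 s kinetic read after compound, 140 s after agonist · Detection – Fluo-8 intracellular calcium dye fluorescence, real-time kinetic reads · Control set – DMSO and EC80 PEA controls · Repeats – n of 1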
OXTR ag – human OXTR agonism | P30559 | CHO-OTR cells, Fluo-8 calcium fluorescence; normalized: DMSO 0%, oxytocin 100% | activation, % at 3 µM | 320,000 compounds, 0.32% hits;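 active = activation above the mean of all tested compounds plus 3 SD, cutoff set per screening run, cut at about 20% in these data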;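 note: peak over basal fluorescence ratio from a 100 s FLIPR kinetic read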
OXTR potentiator – human OXTR potentiation | P30559 | CHO-OTR cells, Fluo-8 calcium fluorescence, potentiator mode; 0% = oxytocin EC15, 100% = EC100 | activation, % at 3 µM | 320,000 compounds, 0.061% hits;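 active = activation above that plate's cutoff, the mean activation of tested compounds plus 3 SD, cut at about 6.6% in these data, passing the limit was not always enough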;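 note: 100% uses oxytocin at 75 nM as the full agonist control; some results filed as inactive read as strong as hits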
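assay system = CHO-OTR cells, human receptor | schedule = compound 6 min at room temperature before oxytocin, 100 s read | detection = Fluo-8 intracellular calcium fluorescence, ex 470-495, em 515-575 nm | evaluation = normalized max/min fluorescence ratio, % activation | control set = EC15 oxytocin alone as 0%, 75 nM oxytocin (EC100) as 100%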
V1R ag counter – counter-screen for oxytocin receptor agonists: human V1a receptor agonists; 320,000 compounds, 0.25% hits; activation, % at 3 µM; P37288; CHO-V1R cells, Fluo-8 calcium fluorescence, agonist mode; 0% DMSO, 100% 3 nM vasopressin;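 active = activation above the mean activation of all tested compounds plus 3 SD, per screening run, cut at about 20% in these data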;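 note: signal is peak over basal fluorescence ratio across a 100 second FLIPR read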
CHRM1 agonist – human M1 muscarinic receptor agonism. 360,000 compounds, 0.33% hits. CHO-K1 hM1, Fluo-8 calcium fluorescence, agonist mode; 0% DMSO, 100% acetylcholine EC100. AID 588814. P11229. activation, % at 3 µM;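 active = activation above the run's mean compound activation plus 3 SD, cut at about 16% in these data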;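 note: peak over basal fluorescence ratio within a 140 s kinetic read after compound addition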
Target sequence (P11229 whole entry, looked up): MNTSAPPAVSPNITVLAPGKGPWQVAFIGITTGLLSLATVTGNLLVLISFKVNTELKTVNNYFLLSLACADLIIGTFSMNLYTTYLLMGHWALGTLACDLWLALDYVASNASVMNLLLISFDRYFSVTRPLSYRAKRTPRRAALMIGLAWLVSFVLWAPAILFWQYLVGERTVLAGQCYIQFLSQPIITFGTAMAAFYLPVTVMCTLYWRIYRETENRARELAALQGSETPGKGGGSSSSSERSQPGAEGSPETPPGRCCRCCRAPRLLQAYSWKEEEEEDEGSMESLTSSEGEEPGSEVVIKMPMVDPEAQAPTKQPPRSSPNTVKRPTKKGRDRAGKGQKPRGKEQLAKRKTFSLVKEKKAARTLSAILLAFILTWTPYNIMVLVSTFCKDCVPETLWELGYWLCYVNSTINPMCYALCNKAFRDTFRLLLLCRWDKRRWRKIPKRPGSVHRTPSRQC
CHRM1 PAM – positive allosteric modulators of human M1 muscarinic receptor; P11229; CHO-K1 hM1, Fluo-8 calcium fluorescence, ACh EC20; 0% = ACh EC20, 100% = maximal ACh; activation, % at 3 µM; 360,000 compounds, 0.088% hits; in the data active = activation above about 19%, passing the limit was not always enough
CHO parental Ca – counter-screen for OX1R antagonists: effect in parental CHO cells; parental CHO-K1, ATP-induced calcium, Fluo-8 fluorescence; inhibition, % at 5.6 µM; 330,000 compounds, 0.63% hits; AID 463079;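 active = inhibition above that plate's mean sample inhibition plus 3 SD, cut at about 26% in these data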;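 note: 0% = ATP-challenged DMSO wells and 100% = DMSO wells without ATP; some compounds past the cut are filed as inactive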
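material = parental CHO cells | also added = ATP as calcium-mobilizing challenge | dosing = single point at 5.6 µM | detection = intracellular calcium via Fluo-8 no-wash fluorescent dye | read-out = % inhibition | benchmarks = low control ATP plus DMSO, high control DMSO only | repeats = one well per compound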
TAAR1 agonist – human TAAR1 agonism; CHO RD-HGA16 TAAR1, Fluo-8 calcium fluorescence; vehicle wells 0%, saturating PEA agonist 100%; Q96RJ0; activation, % at 3 µM; 360,000 compounds, 0.99% hits;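 active = activation above the mean activation of all test compounds in the run plus 3 SD, cut at about 38% in these data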
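Assay system – CHO-derived RD-HGA16 cells with stable Gα16 and human TAAR1 · Compound dosing – one-point dosing at 3 µM (nominal) · Incubation – 17-24 h seeding, 75 min 37 °C dye, 30 min RT · Measured by – kinetic Fluo-8 calcium fluorescence · Control set – DMSO vehicle as 0%, PEA at EC100 as 100% · Repeats – single well for each compound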
M1 antag – human CHRM1 antagonism | 360,000 compounds, 1.3% hits | CHO-K1 hM1, Fluo-8 calcium fluorescence, ACh EC80 antagonist | AID 588852 | inhibition, % at 3 µM | P11229;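 active = percent inhibition above its own plate's cutoff, namely the mean of that plate's compound wells plus 3 SD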;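 note: peak over basal fluorescence ratio during 140 s after agonist addition; 0% = ACh EC80 plus DMSO and 100% = DMSO alone without agonist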
Active calls of the source: *; nt = not tested or not shown. This is a random part of the collection; overall some 3.7% were active at least once.

Compound	TAAR1 antagonist	OXTR ag	OXTR potentiator	V1R ag counter	CHRM1 agonist	CHRM1 PAM	CHO parental Ca	TAAR1 agonist	M1 antag
C[C@@H]1CN([C@@H](C)CO)C(=O)c2cc(Br)cnc2O[C@H]1CN(C)Cc1cccnc1	-7	nt	nt	nt	-7	0	nt	1	-1
O=C(NCCc1ccc([N+](=O)[O-])cc1)c1ccccc1	-23	-1.6	-9	-0.3	-3	-12	-2	2	30
COc1ccccc1CN1CCN(C(=O)c2cccc3ccccc23)CC1	-13	-1.5	3	0.0	-5	12	-28	6	-10
CC(C)Cn1cnc2c(SCc3ccccc3Cl)nc(N)nc21	11	nt	nt	nt	1	-4	nt	7	3
O=C1CS/C(=N/N=C/c2ccncc2)N1	-6	-0.6	-7	0.5	2	15	3	1	-8
O=C(O)c1c[nH]c2ccc(S(=O)(=O)N3CCOCC3)cc12	-5	0.8	-4	-0.3	-3	1	-2	4	-18
CCCN(CCC)CCN1C(=O)C2C(C(=O)Nc3cccc(SC)c3)C3C=CC2(O3)C1C(=O)NC1CCCCC1 (stereo not given)	5	-0.7	-3	-0.6	-11	3	-16	0	10
CCOc1ccccc1-c1nc(-c2ccc(NC(=O)c3ccc(Br)o3)cc2)no1	17	0.1	-12	0.9	nt	nt	-4	3	nt
CCOC(=O)COc1ccc2c(C#N)c3ccccn3c2c1	1	nt	nt	nt	-3	7	nt	3	-9
O=C(COC(=O)CCSc1ccccc1)Nc1cc(F)ccc1F	5	-1.0	-10	-1.4	-11	7	-11	4	-1
O=C(CSC(=S)N1CCOCC1)Nc1ncc2c(n1)CC(c1ccco1)CC2=O (stereo not given)	-6	0.2	-5	-2.2	0	-2	-7	2	4
CN(C(=O)CC1C(=O)NCCN1Cc1cccc(C(F)(F)F)c1)C1CCOCC1 (stereo not given)	-14	1.3	-10	0.5	-2	13	-11	2	-17

Arranged by the number under TAAR1 antagonist (ascending): some entries from above.
SMILES	TAAR1 antagonist	CHRM1 agonist	CHRM1 PAM	M1 antag
C[C@@H]1CN([C@@H](C)CO)C(=O)c2cc(Br)cnc2O[C@H]1CN(C)Cc1cccnc1	-7	-7	0	-1
O=C(CSC(=S)N1CCOCC1)Nc1ncc2c(n1)CC(c1ccco1)CC2=O (stereo not given)	-6	0	-2	4
CCOC(=O)COc1ccc2c(C#N)c3ccccn3c2c1	1	-3	7	-9

Single values from the results shown.
CC(C)Cn1cnc2c(SCc3ccccc3Cl)nc(N)nc21 in TAAR1 antagonist is listed with 11
O=C(O)c1c[nH]c2ccc(S(=O)(=O)N3CCOCC3)cc12 in TAAR1 antagonist is listed with -5

More results follow.
Compound	TAAR1 antagonist	OXTR ag	OXTR potentiator	V1R ag counter	CHRM1 agonist	CHRM1 PAM	CHO parental Ca	TAAR1 agonist	M1 antag
CCN(CC)c1ccc(NC(=O)c2ccc3c(c2)OCO3)c(C)c1	-4	-1.0	-13	-0.4	-4	10	-10	8	-23
CCC1C(=O)N(c2nc(C)cc(C)n2)N=C1C (stereo not given)	8	0.3	3	1.3	-2	5	-7	4	-10
Cc1nnc(N2CCOCC2)c2nn(-c3cccc(Cl)c3)c(C)c12	12	-1.4	8	-1.1	-10	-20	-9	7	26
CNC(=O)c1cc(Nc2nnc(-c3ccc(C)c(S(N)(=O)=O)c3)c3ccccc23)ccc1OC	-3	-0.7	-3	-0.1	-3	0	-13	1	2
CCc1nnc(SCC(=O)NC2CCCCC2)nc1CC	-6	4.9	-3	-0.6	-4	15	-18	0	-13
Fc1ccc(-c2nc(-c3cccs3)[nH]c2-c2ccc(F)cc2)cc1	-10	-0.8	-1	2.8	2	5	-13	1	-1
COc1ccc(S(=O)(=O)N2CCOCC2)cc1C(=O)Nc1nc2ccccc2s1	-13	1.0	-1	0.6	-4	-1	-20	3	-11
CC(Nc1nc(N2CCNCC2)nc2ccccc12)c1ccccc1 (stereo not given)	39	0.3	-7	0.1	-8	-5	-18	39*	8
Cc1ccc(S(=O)(=O)N2CCC(C(=O)Nc3nnc(C)s3)CC2)cc1	-9	-0.1	-4	0.2	-3	1	5	4	2
CCc1ccc2c(COC(=O)c3n[nH]c4ccccc34)cc(=O)oc2c1	28	-0.4	-19	1.5	-2	1	-16	4	1
COc1ccc(C(=O)Nc2sc(C(=O)N(C)C)c(C)c2C#N)cc1[N+](=O)[O-]	-18	2.5	-1	3.2	0	2	-7	2	-4
CCOC(=O)C1CCCN(C(=O)c2ccc(SC(F)(F)F)cc2)CC1 (stereo not given)	-11	nt	nt	nt	-4	-4	nt	0	-2
Cc1cc(C)cc(NC(=O)CSCc2cnn(-c3ccccc3)c2-n2cccc2)c1	37	-1.7	-16	1.9	-3	5	-12	12	-4
Cc1sc2nc(C(C)C)oc(=O)c2c1C	2	-0.3	-1	0.7	-4	4	2	2	-1
CC(=O)N1c2ccc(S(=O)(=O)N3CCC(C(=O)Nc4ccccn4)CC3)cc2CC1C (stereo not given)	-25	1.8	-3	4.1	-2	-4	-16	14	11
O=[N+]([O-])c1ccc(OCc2n[nH]c(=S)n2-c2ccccc2)cc1	-10	2.5	-7	2.7	0	5	-1	3	-15
Cc1ncoc1C(=O)N1CCCC(C(=O)Nc2cccc(-c3ccc(F)cc3)c2)C1 (stereo not given)	-27	1.6	-10	3.3	-3	0	-13	2	-5
O=C(NN1CCOCC1)c1c(-c2ccccc2)sc2ccccc12	-6	-0.1	-1	0.3	-6	10	3	10	-4
O=Cc1ccc(N2N=C(c3ccccc3)CC2c2ccccc2)cc1 (stereo not given)	18	0.6	-5	0.0	-6	8	-16	3	-13
COc1ccc(CNS(=O)(=O)c2ccc(N3CCCC3)cc2Br)cc1	21	nt	nt	nt	-3	0	-17	3	-9
COc1ccc(NC(=O)Nc2ccc(C(C)C)cc2)cc1	0	-1.1	-19	1.8	-10	-7	2	-1	8
CCOc1ccc(N/C(N)=N/c2nc(C)cc(C)n2)cc1	97*	7.1	-24	9.5	6	-19	49*	70*	16
Cc1c(-c2ccccc2)oc2c(C(=O)OCC(=O)Nc3ccc(C(N)=O)cc3)cccc2c1=O	7	-1.0	6	0.5	-5	10	-10	-1	-11
CC(C)(C)c1cc(C(=O)NCCN2CCCC2)cc(C(C)(C)C)c1	1	0.7	-3	-0.6	-11	5	-10	4	-10
CCOC(=O)[C@H]1[C@H]2COc3ccc(Cl)cc3[C@@H]2N2C(=O)CN(C)C(=O)[C@@]12C	8	2.6	7	0.2	0	6	-14	7	-10
O=C1CC(c2ccccc2)CC(O)=C1C=NCCN1CCNCC1 (stereo not given)	-16	0.1	-17	0.0	10	-7	9	2	25*
COCCN(C(=S)Nc1ccc(OC)cc1)C(C)c1cccs1 (stereo not given)	-4	-0.6	0	0.8	-8	4	-12	0	-7
CNS(=O)(=O)c1cccc(C(=O)OCc2cc(=O)n3cc(Br)ccc3n2)c1	-4	2.1	1	3.1	-12	-5	-25	6	14
Cc1cc(C)cc(Oc2ccc(N)cc2)c1	-3	3.8	6	-0.4	-6	5	-4	4	-10
O=C(CCC(=O)OCc1cccc([N+](=O)[O-])c1)Nc1ccccc1Cl	-2	0.6	-13	1.1	-10	2	-3	0	-5
COc1cc(NS(=O)(=O)c2ccc(NC(=S)NC(=O)c3ccccc3)cc2)nc(OC)n1	-9	-1.0	-3	-0.1	-3	1	-12	-6	3
COc1ccc(NC(=O)CCC(=O)Nc2cc(OC)c(NC(=O)c3ccco3)cc2OC)c(OC)c1	11	-0.2	-1	3.9	0	13	-25	1	-14
CC(C)Cn1cnc2c1c(=O)n(CC(=O)Nc1ccc3c(c1)OCO3)c(=O)n2Cc1ccccc1	-16	0.0	4	-0.9	-3	10	-12	13	-11
Cc1ccc(N/C=C2\C(=O)C3(C)CCC2C3(C)C)cc1C (stereo not given)	16	-1.7	-34	-1.5	-6	3	-16	15	-3
CCOC(=O)c1c(N)c(C#N)cn1-c1ccccc1	9	0.4	-3	1.0	-8	8	0	15	-9
CCC(Oc1ccccc1)C(=O)Nc1nnc(C(F)(F)F)s1 (stereo not given)	6	7.0	-11	5.2	1	-13	2	7	10
CCOC(=O)C1(CCOc2ccccc2)CCN(Cc2ccc(-n3cccn3)cc2)CC1	2	2.8	-12	3.5	-12	-15	-12	8	12
Cn1c(CSc2nc3ccccc3s2)n[nH]c1=S	-1	0.8	-13	0.8	-3	9	6	10	-4
O=C(NCc1ccccc1)C(Cc1ccccc1)NS(=O)(=O)c1cccc2nsnc12 (stereo not given)	6	-0.3	-6	0.0	-9	6	-17	1	-15
Cc1cccc(C)c1NC(=O)CN(C)C(=O)C1CCN(c2ncnc3sc(C)c(C)c23)CC1	2	-1.1	4	3.4	-6	-2	-31	5	4
C=CCn1cccc(C(=O)Nc2ccc(OC)c(OC)c2)c1=O	-3	0.8	0	0.4	-3	0	-8	0	0
Cc1ccc(CNC(=O)CNC(=S)N(Cc2ccccc2)Cc2cccnc2)cc1	-6	-1.8	-16	-0.2	-5	5	-20	3	-3
COc1ccc(CNc2nc3nc(-c4ccccc4)cc(=O)n3[nH]2)cc1OC	0	1.3	-3	0.2	-3	2	-4	5	-24
COc1cc(C=O)ccc1OCCCOc1ccccc1C(=O)O	-5	0.3	-3	-0.1	4	6	-11	15	-10
CCOc1ccc(NC(C(=O)Nc2cccc(C(C)=O)c2)c2ccccc2)cc1 (stereo not given)	-21	-1.4	-8	-0.5	-7	3	-7	1	-15
NC(=O)c1ccc(-c2ccccc2F)cc1	-34	-2.3	-12	-1.9	-3	3	10	5	0
CNC(=O)C(=O)NCC(c1cccs1)S(=O)(=O)c1ccc(F)cc1 (stereo not given)	-8	1.0	-3	0.9	-2	2	-3	1	-7
Cc1noc(C)c1C(=O)NCCc1ccccc1	-11	0.7	-5	2.4	-3	9	-8	14	-3
CCOc1ccc(NC(=O)CSc2nnc(C)n2CC)cc1	-15	0.2	-4	0.1	-1	8	6	1	-12
c1ccc(C(c2ccccc2)N2CCN(Cc3nc(-c4cnccn4)no3)CC2)cc1	-16	1.3	-4	0.4	-8	-9	-21	4	4
CC(C)CN(C(=O)CN1CCN(c2cccc(Cl)c2)CC1)c1c(N)n(CC(C)C)c(=O)[nH]c1=O	0	0.9	1	0.2	0	6	-13	5	0
